GlmU inhibition: inhibition of mycobacterial GlmU enzyme – biochemical, glucosamine-1-phosphate acetyltransferase (AID 1376); M. tuberculosis GlmU acetyltransferase enzyme assay; higher % means a stronger effect; one-dose inhibition, %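 (tested at 30 µM in the primary screen)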; IC50 in µM for titrated hits; 0.25% of 220,000 active; in the data active = inhibition above about 13%; inconclusive = no clear call, values can overlap the other calls;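 note: 0% = complete reaction with vehicle and 100% = reaction without substrate; strong numbers were not always called active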
Mtb RmlCD inh: M. tuberculosis RmlC/RmlD inhibition; inhibition, % at 3.6 µM; P9WH09+P9WH11; AID 1533; 0.03% of 160,000 active; RmlC+RmlD coupled enzyme assay, percent inhibition; primary screen in compound mixtures; in the data active = inhibition mostly above about 34%, no sharp cut-off; inconclusive = no clear call, values can overlap the other calls; inactive = mostly below about 22%; note: some results filed as inactive read as strong as hits
Target sequence (P9WH09 whole entry, looked up): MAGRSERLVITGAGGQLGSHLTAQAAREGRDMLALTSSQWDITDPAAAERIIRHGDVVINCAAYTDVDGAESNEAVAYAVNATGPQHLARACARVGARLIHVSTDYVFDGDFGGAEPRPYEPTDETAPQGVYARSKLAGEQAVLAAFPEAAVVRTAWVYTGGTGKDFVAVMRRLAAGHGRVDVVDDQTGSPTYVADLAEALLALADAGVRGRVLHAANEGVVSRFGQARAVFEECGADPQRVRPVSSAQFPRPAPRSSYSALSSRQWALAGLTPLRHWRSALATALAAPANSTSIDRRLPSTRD
Target sequence (P9WH11 whole entry, looked up): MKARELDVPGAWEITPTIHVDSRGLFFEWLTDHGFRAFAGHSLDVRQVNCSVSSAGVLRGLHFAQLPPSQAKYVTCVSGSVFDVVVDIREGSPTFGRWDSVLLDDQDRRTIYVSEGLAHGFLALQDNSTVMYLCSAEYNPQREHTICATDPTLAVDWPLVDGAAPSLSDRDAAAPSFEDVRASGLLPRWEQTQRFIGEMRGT
The depositor's hits bear a star; ? = inconclusive; . = no result given. The list is partial, so the mix of outcomes need not match the whole.

#1 C=CCc1cc(Cl)ccc1OCCCNC(C)CC (stereo not given)
  GlmU inhibition: -4.0%
  Mtb RmlCD inh: .
#2 O=C(/C=C/c1ccc(N2CCC(c3ccccc3)=N2)cc1)c1ccccc1
  GlmU inhibition: 0.9%
  Mtb RmlCD inh: -2
#3 Cc1ccnc(N/C=C(\C#N)c2nc(-c3cccc(Br)c3)cs2)c1
  GlmU inhibition: 8.5%
  Mtb RmlCD inh: .
#4 CC1CN(C(=O)c2cccs2)CCN1C(=O)c1cccs1 (stereo not given)
  GlmU inhibition: 1.8%
  Mtb RmlCD inh: -6
#5 CC(=O)Nc1cccc(C(=O)OCC(=O)NCc2ccc(F)cc2)c1
  GlmU inhibition: -0.4%
  Mtb RmlCD inh: 11
#6 CCCCOc1ccc(C(=O)NCC(=O)OCC(=O)N2CCN(S(=O)(=O)c3ccc(C)cc3C)CC2)cc1
  GlmU inhibition: -2.5%
  Mtb RmlCD inh: -10
#7 Cn1nccc1NS(=O)(=O)c1ccc(F)cc1
  GlmU inhibition: .
  Mtb RmlCD inh: 7
#8 COc1ccc(/C=C/C(=O)c2ccc(O)cc2)cc1CN1CCOCC1
  GlmU inhibition: 0.1%
  Mtb RmlCD inh: .
#9 COc1cccc(-c2nc(-c3ccc4c(c3)NC(=O)CO4)cs2)c1
  GlmU inhibition: -3.3%
  Mtb RmlCD inh: -6
#10 CS(=O)(=O)N(CC(=O)NCc1ccco1)c1ccc(OCc2ccccc2)cc1
  GlmU inhibition: -6.6%
  Mtb RmlCD inh: 6
#11 COc1ccccc1CNC(=O)CS(=O)Cc1nc(-c2ccccc2C)oc1C (stereo not given)
  GlmU inhibition: -3.2%
  Mtb RmlCD inh: -1
#12 Cc1ccc2nc(C)c(C(=O)N/N=C/c3ccc(N4CCOCC4)cc3)cc2c1
  GlmU inhibition: 1.4%
  Mtb RmlCD inh: ?
#13 COc1ccc(NC(=S)NC2CCCCC2)c(OC)c1
  GlmU inhibition: 2.1%
  Mtb RmlCD inh: -9
#14 Cc1oc(-c2ccccc2)cc1C(=O)NC1CCN(Cc2ccccc2)CC1
  GlmU inhibition: -2.5%
  Mtb RmlCD inh: -8
#15 Cc1ccc(S(=O)(=O)NCc2ccc(C(=O)NC3CC3)cc2)cc1
  GlmU inhibition: 1.6%
  Mtb RmlCD inh: 8
#16 Cc1ccc(S(=O)(=O)/C(C#N)=C/c2c(N3CCC(C(N)=O)CC3)nc3c(C)cccn3c2=O)cc1
  GlmU inhibition: 0.6%
  Mtb RmlCD inh: 6
#17 COC(=O)C(=C/C=C/N1CCOCC1)C(=O)OC
  GlmU inhibition: -3.5%
  Mtb RmlCD inh: 5
#18 Cc1c(N2C(=O)CS/C2=N\N=C\c2ccc(Br)cc2)c(=O)n(-c2ccccc2)n1C
  GlmU inhibition: -0.6%
  Mtb RmlCD inh: 6
#19 CCOc1ccc(NC(=O)CSc2nc(C)c3c(c2C#N)CCCC3)cc1
  GlmU inhibition: 2.4%
  Mtb RmlCD inh: .
#20 COc1ccc(CC(=O)NCc2nnc(SCc3ccc(C)cc3)n2C)cc1
  GlmU inhibition: 6.4%
  Mtb RmlCD inh: -7
#21 Cc1ccc(-n2nc3ccc(NC(=S)NC(=O)/C=C/c4ccco4)cc3n2)cc1
  GlmU inhibition: 5.4%
  Mtb RmlCD inh: .
#22 Cc1onc(-c2ccccc2)c1C(=O)NC(=S)Nc1sc2c(c1C#N)CCC(C)C2 (stereo not given)
  GlmU inhibition: -0.2%
  Mtb RmlCD inh: -11
#23 O=c1[nH]c2ccccc2n1CCCN1CCCCC1
  GlmU inhibition: 3.1%
  Mtb RmlCD inh: 1
#24 CCCN(CCC)CC(O)Cn1cc(/C=C/C(=O)c2ccccc2)c2ccccc21 (stereo not given)
  GlmU inhibition: -5.3%
  Mtb RmlCD inh: -1
#25 Cc1cccc(C)c1-n1c(C)nn(CC#N)c1=O
  GlmU inhibition: -0.1%
  Mtb RmlCD inh: 11

In the list so far, these contain bromine.
#3 Cc1ccnc(N/C=C(\C#N)c2nc(-c3cccc(Br)c3)cs2)c1
  GlmU inhibition: 8.5%
  Mtb RmlCD inh: .
#18 Cc1c(N2C(=O)CS/C2=N\N=C\c2ccc(Br)cc2)c(=O)n(-c2ccccc2)n1C
  GlmU inhibition: -0.6%
  Mtb RmlCD inh: 6

Next part.
#26 CCN(CC)C(=O)c1cc(Cl)ccn1
  GlmU inhibition: 10%
  Mtb RmlCD inh: 9
#27 Cc1ccc(NC(=O)ON=C2CCCC2)cc1
  GlmU inhibition: -3.2%
  Mtb RmlCD inh: -4
#28 CC(C)C(=O)N1CCN(CCN=Cc2c(O)n(C)c(=O)n(C)c2=O)CC1
  GlmU inhibition: -0.9%
  Mtb RmlCD inh: .
#29 NC1=NC(=O)S/C1=C\c1ccc(O)cc1
  GlmU inhibition: 9.4%
  Mtb RmlCD inh: -15
#30 c1ccc(CSc2ncnc3c2oc2ccccc23)cc1
  GlmU inhibition: -4.8%
  Mtb RmlCD inh: .
#31 O=C(O)c1cnc2ccccc2n1
  GlmU inhibition: 0.9%
  Mtb RmlCD inh: 0
#32 COc1ccc(NC(=O)CSc2nc3c([nH]c4ccccc43)c(=O)n2C)cc1
  GlmU inhibition: 7.0%
  Mtb RmlCD inh: -14
#33 Cc1cc(C(=O)Nc2ccccc2)c(C)o1
  GlmU inhibition: .
  Mtb RmlCD inh: 96
#34 COc1ccc(C(=O)N2c3ccccc3CC2C)cc1OC (stereo not given)
  GlmU inhibition: -4.1%
  Mtb RmlCD inh: 9
#35 CCOP(=O)(OCC)/C(=N/OC(=O)c1cccc([N+](=O)[O-])c1)C(N)=O
  GlmU inhibition: 2.1%
  Mtb RmlCD inh: .
#36 COc1ccc2cc3c(N)nn(C(=O)c4ccccc4[N+](=O)[O-])c3nc2c1
  GlmU inhibition: 2.8%
  Mtb RmlCD inh: .
#37 CCCCCn1nnc2c(=O)oc3ccccc3c21
  GlmU inhibition: -4.4%
  Mtb RmlCD inh: -12
#38 COc1ccccc1C1(O)CCN(CC(=O)Nc2nc(-c3ccccc3)cs2)CC1
  GlmU inhibition: -0.6%
  Mtb RmlCD inh: -2
#39 O=C(Nc1ccc2c(c1)OCCO2)c1ccc(Cl)c([N+](=O)[O-])c1
  GlmU inhibition: -0.4%
  Mtb RmlCD inh: 5
#40 COc1ccc(/C=C/C(=O)N(C(C)C)C(C)C)cc1Br
  GlmU inhibition: -4.2%
  Mtb RmlCD inh: .
#41 Cc1nn(C)cc1/C=N/NC(=O)C(C)(C)Oc1ccc(Cl)cc1
  GlmU inhibition: -3.1%
  Mtb RmlCD inh: .
#42 COC(=O)CCCC1=CC2=C(c3ccccc3)C(=O)C(C)(OC(=O)C3CCCC3)C(=O)C2=CN1c1ccccc1 (stereo not given)
  GlmU inhibition: 1.9%
  Mtb RmlCD inh: .
#43 CN(CC#CCN1CCCC1)C(=O)c1cccc(Cl)c1
  GlmU inhibition: -4.0%
  Mtb RmlCD inh: .
#44 CC1(C)CC(=O)C2=C(C1)NCN(CCCN1CCOCC1)C2
  GlmU inhibition: 3.5%
  Mtb RmlCD inh: .
#45 COc1ccc(/C=C/C(=O)NNc2cc(=O)n(C)c(=O)n2C)cc1OC
  GlmU inhibition: 3.8%
  Mtb RmlCD inh: -7
#46 COc1ccccc1C/C(N)=N/OC(=O)c1cccs1
  GlmU inhibition: 2.2%
  Mtb RmlCD inh: 3
#47 Cn1nc(NC(=O)C(C)(C)C)c2c(F)cccc21
  GlmU inhibition: -2.5%
  Mtb RmlCD inh: -7
#48 Cn1c(-c2sc(=S)n(-c3ccccc3)c2N)nc2ccccc21
  GlmU inhibition: 0.2%
  Mtb RmlCD inh: 30
#49 Cc1ccc(Cn2ncn(-c3ccccc3)c2=O)cc1
  GlmU inhibition: 0.7%
  Mtb RmlCD inh: 1
#50 O=C(NNS(=O)(=O)c1ccccc1)c1ccc(S(=O)(=O)N2CCCCC2)cc1
  GlmU inhibition: 2.4%
  Mtb RmlCD inh: -12

Quoted at random: 6 records from the list.
#36 COc1ccc2cc3c(N)nn(C(=O)c4ccccc4[N+](=O)[O-])c3nc2c1
  GlmU inhibition: 2.8%
  Mtb RmlCD inh: .
#47 Cn1nc(NC(=O)C(C)(C)C)c2c(F)cccc21
  GlmU inhibition: -2.5%
  Mtb RmlCD inh: -7
#33 Cc1cc(C(=O)Nc2ccccc2)c(C)o1
  GlmU inhibition: .
  Mtb RmlCD inh: 96
#44 CC1(C)CC(=O)C2=C(C1)NCN(CCCN1CCOCC1)C2
  GlmU inhibition: 3.5%
  Mtb RmlCD inh: .
#40 COc1ccc(/C=C/C(=O)N(C(C)C)C(C)C)cc1Br
  GlmU inhibition: -4.2%
  Mtb RmlCD inh: .
#43 CN(CC#CCN1CCCC1)C(=O)c1cccc(Cl)c1
  GlmU inhibition: -4.0%
  Mtb RmlCD inh: .

More structures:
#51 Cn1c(CCN2CCCCCC2)nc2cc(NC(=O)Nc3ccccc3)ccc21
  GlmU inhibition: -1.5%
  Mtb RmlCD inh: -2
#52 Cc1ccc(Nc2ccc(C(=O)NCCc3ccccc3)cn2)cc1
  GlmU inhibition: 1.3%
  Mtb RmlCD inh: 3
#53 CC1CCCC(C)N1C(=S)NCc1ccco1 (stereo not given)
  GlmU inhibition: -6.0%
  Mtb RmlCD inh: 7
#54 CC(=O)c1cccc(CN2CCC(CO)(CCCc3ccccc3)CC2)c1
  GlmU inhibition: 1.0%
  Mtb RmlCD inh: -29
#55 O=C(COc1ccc(Br)cc1)Nc1ccc(Cc2ccncc2)cc1
  GlmU inhibition: -6.9%
  Mtb RmlCD inh: 21
#56 CCc1c(C#N)c(SCCC(=O)Nc2ccc(OC)cc2)nc2c1C(=O)CC(C)(C)C2
  GlmU inhibition: -3.5%
  Mtb RmlCD inh: ?

Among those listed so far, two contain an NH in an aromatic ring.
#23 O=c1[nH]c2ccccc2n1CCCN1CCCCC1
  GlmU inhibition: 3.1%
  Mtb RmlCD inh: 1
#32 COc1ccc(NC(=O)CSc2nc3c([nH]c4ccccc43)c(=O)n2C)cc1
  GlmU inhibition: 7.0%
  Mtb RmlCD inh: -14

Assay outcomes as filed in PubChem BioAssay.
